# Screening data (PubChem)
# Pf growth 96h = inhibits malaria parasite growth, 96 h; 320,000 compounds, 6.9% hits; Potency, µM (series often up to 28.7 µM), for inactives: at the top dose activity change, negative = inhibition, usual class: inhibitors; P. falciparum luciferase reporter growth, 96 h; note: potency is the fitted concentration of half-maximal effect; % is set by controls: 0 for no effect and ±100 for the full control effect
#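 Readout is luminescence from an integrated firefly luciferase in P. falciparum. Red cells, 2% hematocrit and 0.05% parasitemia final, were cultured with compound through two parasite generations (96 hours) at 37 C, 5% CO2.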
# Pf growth 48h = inhibits P. falciparum growth in the first generation, 48 h; Potency, µM (highest dose often 28.7 µM), without a hit: top-dose activity change, negative = inhibition, actives largely listed as inhibitors; P. falciparum luciferase growth in erythrocytes, 48 h; AID 504832; 310,000 compounds, 5.9% hits; note: potency is the fitted concentration of half-maximal effect; % is set by controls: 0 for no effect and ±100 for the full control effect
#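 First compound was added to culture medium, then infected red cells at 0.1% parasitemia and 2% hematocrit (final). After incubation at 37 C under 5% CO2, luciferase detection reagent was dispensed and light output recorded.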
# Cycloheximide cs = counter-screen for Shiga toxin inhibitors: cycloheximide protein synthesis inhibition | 300,000 compounds, 12% hits | cell reporter, cycloheximide protein synthesis inhibition counterscreen | max response, %; in the data active = max response mostly above about 13%, no sharp cut-off; inactive = mostly below about 14%; note: read at 38.3 µM for the half of the compounds with a filed dose; 0% is about no effect
# Shiga inhibitor = inhibitors of Shiga toxin in Vero cells. Vero cells, Shiga toxin protein synthesis inhibition reporter. inhibition, % at 38.7 µM. 290,000 compounds, 9.2% hits. AID 2315; in the data active = inhibition mostly above about 28%, no sharp cut-off; inactive = mostly below about 43%; note: 0% is about no effect
# LmPK inhibitor = inhibitors of Leishmania mexicana pyruvate kinase. Q27686. purified LmPK, Kinase-Glo ATP luminescence, 1 h. Potency, µM (series often up to 57.5 µM), without a hit: at the highest dose activity change, negative = inhibition, actives largely listed as inhibitors. 290,000 compounds, 0.37% hits. AID 1721; note: potency is the fitted concentration of half-maximal effect; % is set by controls: 0 for no effect and ±100 for the full control effect
# Target sequence (Q27686 whole entry, looked up): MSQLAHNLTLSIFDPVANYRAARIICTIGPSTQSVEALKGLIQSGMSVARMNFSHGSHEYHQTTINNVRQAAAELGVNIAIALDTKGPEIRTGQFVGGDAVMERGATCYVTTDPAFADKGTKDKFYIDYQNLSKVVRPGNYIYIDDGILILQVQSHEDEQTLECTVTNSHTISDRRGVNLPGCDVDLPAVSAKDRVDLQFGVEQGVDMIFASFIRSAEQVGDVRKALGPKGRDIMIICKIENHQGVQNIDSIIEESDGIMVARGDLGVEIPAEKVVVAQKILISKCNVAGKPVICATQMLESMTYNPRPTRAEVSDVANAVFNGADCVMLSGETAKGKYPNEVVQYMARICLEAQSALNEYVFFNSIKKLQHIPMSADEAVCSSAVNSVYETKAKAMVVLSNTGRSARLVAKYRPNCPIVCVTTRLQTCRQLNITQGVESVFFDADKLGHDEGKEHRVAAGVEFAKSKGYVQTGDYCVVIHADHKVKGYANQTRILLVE
#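 Pyruvate kinase activity monitored as ATP production (luciferase luminescence). Conditions: 0.1 nM enzyme, 0.5 mM PEP, 0.1 mM ADP, 1 h, RT; normalized against uninhibited and no-enzyme wells.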
# HCV inhibitor = HCV inhibition | Potency, µM (series often up to 41.8 µM), for inactives: at the top dose activity change, negative = inhibition, usual class: inhibitors | Huh7.5.1 HCVcc-Cre infection, luciferase reporter, 44 h | 340,000 compounds, 3.4% hits | AID 651820; note: potency is the fitted concentration of half-maximal effect; % is set by controls: 0 for no effect and ±100 for the full control effect
#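 HCVcc-Cre virus at an moi near 0.5 was added right after compound to cells cultured 4 h from seeding (1,000 cells/well). Luciferase activity was determined 44 h later, 15 min after substrate addition at RT.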
# TbPYK inhibitor = inhibitors of Trypanosoma brucei pyruvate kinase; AID 624173; Potency, µM (series often up to 76.8 µM), for inactives: at the top dose activity, negative = inhibition, most hits filed as inhibitors; Q57TT1; TbPYK enzyme, Kinase-Glo Plus ATP luminescence, 45 min; 410,000 compounds, 0.12% hits; note: potency is the fitted concentration of half-maximal effect; % is set by controls: 0 for no effect and ±100 for the full control effect; nearly all actives have a fitted effect of over 50% in size
#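 T. brucei PYK with substrate was exposed to pin-transferred compounds across a concentration series, then started with 130 uM ADP (final). After 45 min at room temperature, Kinase-Glo Plus luminescence was read, normalized and curve-fitted.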
# Active calls of the source: *; ? = inconclusive; / = not tested or not shown; & = joins results of further samples; [ ] = remark or other dose. Unless noted, calls come from the whole dose curve; as a rule, active = well fitted curve in the direction sought with a large enough effect; inconclusive = small, poorly fitted or top-dose-only effect, or another doubt; inactive = no such curve, though single readings can be large; an effect the other way counts as inactive or inconclusive.
SMILES,Pf growth 96h,Pf growth 48h,Cycloheximide cs,Shiga inhibitor,LmPK inhibitor,HCV inhibitor,TbPYK inhibitor
CCn1c(SCC(=O)N(Cc2ccccc2)C2CCS(=O)(=O)C2)nc2ccccc2c1=O (configuration not stated),/,5.2µM*,-7,-16,4%,12%,-2%
Cc1ccc(NC(=O)c2ccc(NCCc3ccccc3)c([N+](=O)[O-])c2)cc1F,8.3µM*,0%,-1,-9,4%,?,-11%
Cc1onc(-c2ccccc2)c1C(=O)Nc1ccc(C(=O)N2CCCCC2)cc1,?,-12%,-2,/,6%,-1%,0%
CC(=O)c1c(C)nc2cc(Cl)ccc2c1N,/,-17%,6,4,-10%,?,?
Cc1cc(NC(=O)c2ccc3c(c2)C(=O)N(Cc2cccnc2)C3=O)no1,/,14%,-2,-2,-7%,-14%,-1%
CC(C)n1c(SCC(=O)Nc2ccc(F)cc2)nnc1C1CC1,94%[activator],-21%,1,10,-2%,10%,-12%
COc1cccc(Nc2ccc(Nc3cccc(OC)c3)nn2)c1,-26%,-12%,-3,-4,5%,?,-4%
CC1CCCCN1CC(O)COc1ccc(OCC(O)CN2CCCCC2C)cc1 (configuration not stated),150%[activator],?,-3,/,6%,?,2%
Cc1ccc(NC(=O)COc2ccc(/C=N\NC(=O)c3cccnc3)cc2)cc1C,-17%,-5%,12,11,-8%,-13%,6%
COc1ccc(CNC(=O)CSc2n[nH]c(N)n2)cc1OC,6%,34%[activator],-4,0,2%,3%,2%
Cc1cc(C)cc(OCC(=O)O/N=C(\N)c2ccccn2)c1,?,25%,31,68,3%,-10%,0%
O=C(CN1CCN(S(=O)(=O)c2ccc(F)cc2)CC1)c1ccc(O)c(O)c1,0%,-30%,11,-3,8%,2%,-29%
COc1cccc2c1Oc1ncccc1N(C(=O)CCC(=O)NCc1ccc(C)cc1)C2,19%,?,-2,-4,1%,-5%,3%&4%
Cc1cc(C)n2nc(SCc3ccc(F)cc3Cl)nc2n1,?,?,-2,-5,2%,1%,-4%
Cc1cc2cc(C)c3nnc(SCC(=O)Nc4ccc(S(=O)(=O)N5CCCCC5)cc4)n3c2cc1C,?,-16%,-1,11,2%,?,-8%

# Full records as entered above. Screens in order: Pf growth 96h | Pf growth 48h | Cycloheximide cs | Shiga inhibitor | LmPK inhibitor | HCV inhibitor | TbPYK inhibitor
# Cc1ccc(NC(=O)COc2ccc(/C=N\NC(=O)c3cccnc3)cc2)cc1C is listed as -17% | -5% | 12 | 11 | -8% | -13% | 6%
# CC1CCCCN1CC(O)COc1ccc(OCC(O)CN2CCCCC2C)cc1 (configuration not stated) is listed as 150%[activator] | ? | -3 | / | 6% | ? | 2%
# O=C(CN1CCN(S(=O)(=O)c2ccc(F)cc2)CC1)c1ccc(O)c(O)c1 is listed as 0% | -30% | 11 | -3 | 8% | 2% | -29%
# Cc1cc2cc(C)c3nnc(SCC(=O)Nc4ccc(S(=O)(=O)N5CCCCC5)cc4)n3c2cc1C is listed as ? | -16% | -1 | 11 | 2% | ? | -8%

# (further entries)
SMILES,Pf growth 96h,Pf growth 48h,Cycloheximide cs,Shiga inhibitor,LmPK inhibitor,HCV inhibitor,TbPYK inhibitor
CCCn1c(C)cc(C(=O)CN2C(=O)c3cccc(N)c3C2=O)c1C,/,59%[activator],17*,14,3%,-16%,4%
Cc1cc(C)cc(OCCCOc2cccc3cccnc23)c1,39%[activator],-12%,5,-16,3%,?,0%
CN(c1cccc(NC(=O)c2ccccc2N(Cc2ccccc2)S(C)(=O)=O)c1)S(C)(=O)=O,-12%,-13%,-3,/,0%,4%,8%
CSc1ccc(CN2CCN(c3ccccc3C)CC2)cc1,4%,34%[activator],-2,/,-1%,?,-4%
COc1ccc(/C=C/C(=O)O)cc1S(=O)(=O)NCC1CCCO1 (configuration not stated),53%[activator],84%[activator],-3,28,0%,24%,-2%
Cc1ccc2c(c1)CCCN2C(=O)CSc1ccccc1,16%,5%,12*,53,-4%,?,-5%
CCc1cccc(NC(=O)CCCn2nc(CC)n3c(cc4occc43)c2=O)c1,12µM*,?,9,-1,-1%,?,-2%
COCCN(C(=O)CC1OC(=O)c2ccccc21)c1c(N)n(Cc2ccccc2)c(=O)[nH]c1=O (configuration not stated),0%,17%,/,/,/,12%,1%
CCCNC(=O)CSc1ccc(S(=O)(=O)N2CCCCC2)cn1,?,?,/,/,/,-7%,-1%
Cn1c(=O)oc2cc(S(=O)(=O)N3CCC(C(=O)N4CCc5ccccc5C4)CC3)ccc21,-48%,/,-4,0,10%,15%,2%
CCOC(=O)c1c(C)c(C#N)c2c3ccccc3ccn12,-2%,/,-4,-7,-3%,6%,0%
CCN(CC)CCCN(Cc1cc2cc3c(cc2[nH]c1=O)OCO3)C(=S)Nc1ccccc1,?,?,2,-19,6%,-10%,1%
Cc1ccc2ccc(S(=O)(=O)n3nc(C)cc3C)cc2c1,?,-21%,-1,-4,-1%,-4%,2%
CCCC(=O)N1CCN(c2ccc(NC(=O)c3ccccc3)cc2)CC1,-17%,?,-2,2,-3%,-4%,-2%
COc1ccc(NC(=O)CSCC(=O)N2CCCc3ccccc32)cc1,30%,43%[activator],/,/,/,2%,-6%
Cc1ccc(S(=O)(=O)c2ncccc2N)cc1,-2%,-1%,-5,-4,8%,6%,0%
COc1ccc(C(CC(=O)Nc2ccc(C)cc2)NC(=O)C(F)(F)F)cc1 (configuration not stated),23%,10%,13*,-2,-8%,7%,-5%
COc1ccc(C(=O)N2CCCC(c3nc(-c4ccc(OC)c(OC)c4)no3)C2)c(OC)c1 (configuration not stated),-4%,?,-2,-10,6%,?,1%
COc1ccccc1C1CC(c2ccc(NS(C)(=O)=O)cc2)=NN1S(=O)(=O)c1ccccc1 (configuration not stated),?,?,-17,-10,4%,-15%,2%
O=C(NCc1cccs1)c1cc(-c2ccccc2)nc2ccccc12,?,-1%,-4,-10,-8%,?,3%
Cc1ccc(S(=O)(=O)N2CCCCC2)cc1C(=O)NCCc1ccccc1,?,?,2,-16,-8%,18%,2%
O=C(NCc1ccccc1Cl)c1ccc2c(=O)n(CC3CCCO3)c(=S)[nH]c2c1 (configuration not stated),46%[activator],-14%,-1,29,9%,6.3µM*,-1%
COc1cc2c(cc1OC)C(c1ccc(SC)cc1)CC(=O)N2 (configuration not stated),?,-1%,-3,-8,-7%,-3%,-4%
COc1ccc(-c2nnc3ccc(SCC(=O)Nc4nccs4)nn23)cc1OC,-12%,-18%,-4,18,1%,-6%,-10%
COc1ccc(-c2noc(CSc3nnc(CCc4ccccc4)n3-c3ccccc3)n2)cc1OC,/,?,0,-4,-3%,11µM*,-12%
O=c1[nH]c(SCc2nc3ccccc3c(=O)n2-c2ccccc2C(F)(F)F)nc2ccccc12,-11%,?,8,-8,1%,-1%,0%
CC(Cl)(Cl)/C(=N/P(=S)(N1CCOCC1)N1CCOCC1)N1CCOCC1,3%,8%,-2,12,-1%,14%,4%
O=C1C(Oc2ccccc2)C(c2cccs2)N1Cc1ccc2c(c1)OCO2 (configuration not stated),?,?,0,13,5%,?,4%
CCOc1ccc(S(=O)(=O)N(C)c2ccc(OCC(=O)NCC3CCCO3)cc2)cc1 (configuration not stated),-14%,?,-2,-17,1%,0%,0%
O=S(=O)(Nc1ccc(C(F)(F)F)cc1)c1cnc[nH]1,0%,6%,-5,-13,-11%,7%,-23%
COc1ccc(CCNC(=O)C2CCCN(S(C)(=O)=O)C2)cc1 (configuration not stated),?,-1%,0,5,0%,1%,0%
CC(C)C(=O)N1CCN(c2ccccc2NC(=O)Cc2ccc(Cl)cc2)CC1,-3%[5.75 µM],13µM*,-4,-15,7%,?,9%
COc1ccc(-c2cc(C(=O)N(C)CC(=O)Nc3ccccc3Cl)c3ccccc3n2)cc1OC,9.3µM*,13µM*,/,/,/,-8%,-1%
CCC(C)c1ccc(NC(=S)Nc2ccc(OC)cc2C)cc1 (configuration not stated),?,-2%,30*,62*,1%,?,-2%
CC(=O)c1cccc(NC(=O)CNC(=O)c2cc3ccccc3o2)c1,-17%,31%[activator],-7,-6,-2%,11%,-3%
CCOC(=O)c1sc(-c2ccc(F)cc2)cc1N,/,142%[activator],46*,125*,13%,-10%,-4%
Cc1cccc(OCCCC(=O)O)c1C,-6%,1%,-6,-1,0%,-1%,8%
O=C1N/C(=C/c2ccc(N3CCCC3)cc2)C(=O)N1c1ccccc1,?,77%[activator],17*,49*,-2%,1%,-11%
COC(=O)c1sc2nc(CN3CCN(c4cccc(C(F)(F)F)c4)CC3)[nH]c(=O)c2c1C,9%,5%,-3,-11,4%,-12%,-21%
COCCN(CC(=O)Nc1cccc(C)c1C)C(=O)c1cc(-c2ccncc2)nc2ccccc12,8.3µM*,10µM*,/,/,/,-22%,1%
CC(C)(C)C(=O)Nc1ccc(C(=O)NNC(=O)c2ccccc2)cc1,13µM*,46%[activator],31*,78*,0%,-12%,2%
COc1ccc(OCC(=O)Nc2ccc3c(c2)nc(CCN2CCOCC2)n3C)cc1,3%[5.75 µM],?,-2,14,3%,19%,-2%
O=C(c1nc2ccc(Cl)cn2c1CN1CCC[C@H]1CO)N1CCCCCCC1,41%[activator],?,-3,-4,1%,-10%,1%
Cc1csc(OCc2ccc(C#N)cc2)n1,23%,9%,-2,-4,0%,4%,-24%
CCOc1ccc(C(=O)NC(C(=O)NCCc2ccc(OC(F)F)cc2)C(C)C)cc1 (configuration not stated),?,-6%,2,-8,-4%,-21%,3%
COC(=O)c1ccccc1SC1CC(=O)N(c2ccccc2)C1=O (configuration not stated),12µM*,-22%,28*,57*,-2%,-4%,0%
CCCn1c(SCC(=O)Nc2ccc(Cl)cc2)n[nH]c1=O,?,-2%,-1,-2,12%,-1%,2%
COc1ccc(-c2ncncc2-c2ccc(OC)c(OC)c2)c(O)c1,-17%,-11%,18,6,-2%,?,12%
O=C(NCCCN1CCOCC1)c1cc(-c2ccc(O)cc2)on1,-22%,2%,2,19,1%,29%,-2%
O=S(=O)(Cc1ccccc1)N1CCC(N2CCN(c3ccccc3)CC2)CC1,?,/,-2,-21,-2%,-23%,-3%
CCOC(=O)CN1N=C(c2ccc(Cl)s2)CSC1=O,0%,7%,9,-3,2%,-15%,4%
Cc1c([N+](=O)[O-])cc(C(=O)Oc2cccc(C(=S)N3CCOCC3)c2)cc1[N+](=O)[O-],14%,9%,9,3,-1%,24%,2%
O=C1NC2=C(C(=O)CCC2)C(c2ccccc2[N+](=O)[O-])N1 (configuration not stated),27%,1%,-8,-11,0%,16%,2%
Cc1nnc(Sc2c(-c3ccccc3)c3ccc(Cl)cc3[nH]c2=O)s1,31%[activator],34%[activator],9,-11,-3%,-6%,1%
N#C/C(=C\c1ccc(Cl)cc1Cl)c1n[nH]c(Cn2cncn2)n1,/,0%,-5,-13,9%,34%[activator],-5%
O=C(NCCc1ccc(Cl)cc1)C(=O)c1c[nH]c2ccccc12,34%[activator],1%,8,20,-3%,0%,-1%
COc1ccnc(NCc2ccc(Cl)cc2)c1C#N,42%[activator],36%[activator],27*,56*,1%,-2%,2%
CCN(CC)S(=O)(=O)c1cccc(NC(=O)CNc2cccc(S(=O)(=O)N3CCOCC3)c2)c1,?,?,/,/,/,0.56µM*,-7%
CCCc1oc(C(=O)O)cc1CN1CCOCC1,2%,/,4,-14,-4%,17%,9%
Cc1ccccc1/C=N/Nc1nc2ccccc2c(=O)n1O,47%[activator],35%[activator],20*,75*,2%,-3%,-21%

# Compounds as they come, and some 24% of all compounds hit somewhere here.
